Assay outcomes as filed in PubChem BioAssay.
A-T KAP1 phos: qHTS Assay for Identifying a Potential Treatment of Ataxia-Telangiectasia; […] A-T fibroblasts, KAP-1 phosphorylation AlphaLISA; neocarzinostatin DNA damage 30 min before lysis; Potency, µM (top dose mostly 57.5 µM), without a hit: top-dose activation, hits mostly activators; 320,000 compounds, 0.19% hits; AID 485349, 2010; note: potency is the fitted concentration of half-maximal effect; % of control where 0% means no effect; nearly all actives have a fitted effect of over 45% in size
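hTERT-immortalized A-T patient fibroblasts ([…]), 500 cells/well in OPTI-MEM, 1% FBS, got compounds for 60 min, then NCS for 30 min at 37C. Lysates were then assayed for phospho-KAP-1 by AlphaLISA (anti-pKAP1 donor, anti-KAP1 acceptor beads), 6 hr at 25C.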
TCR act: Activators of T cell receptors: qHTS campaign. primary human leukocytes, anti-CD3, IL-2 HTRF, 48 h. Potency, µM (doses to about 9.22 µM), for the others: top-dose activation of IL-2 secretion, hits mostly activators. 330,000 tested, under 10 active; note: % of control where 0% means no effect
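IL-2 release read by HTRF sandwich (Eu cryptate donor, d2 acceptor, 665 nm emission) after 48 hr exposure of primary human leukocytes to compound together with anti-CD3 beads in the absence of co-stimulatory signals.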
GALK inhibitor: qHTS Assay for Inhibitors of Human Galactokinase (GALK); P51570; Purified GALK, Kinase-Glo residual ATP luminescence; Potency, µM (highest dose often 57.5 µM), for the others: at the top dose activity change, negative = inhibition, usual class: inhibitors; 270,000 compounds, 0.007% hits; AID 1868, 2009; note: potency is the fitted concentration of half-maximal effect; % is set by controls: 0 for no effect and ±100 for the full control effect
Target sequence (P51570 whole entry, looked up): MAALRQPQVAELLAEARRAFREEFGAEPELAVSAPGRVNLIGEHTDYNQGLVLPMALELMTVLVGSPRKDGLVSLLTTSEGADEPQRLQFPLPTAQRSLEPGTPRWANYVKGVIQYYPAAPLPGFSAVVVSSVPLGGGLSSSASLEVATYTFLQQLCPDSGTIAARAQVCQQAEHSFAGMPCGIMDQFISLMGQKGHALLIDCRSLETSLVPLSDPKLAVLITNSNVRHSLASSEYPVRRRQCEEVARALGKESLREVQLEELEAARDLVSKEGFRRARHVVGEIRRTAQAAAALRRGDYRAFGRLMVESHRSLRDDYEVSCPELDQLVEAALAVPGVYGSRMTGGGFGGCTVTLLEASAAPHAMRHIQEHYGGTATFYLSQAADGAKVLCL
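Galactose (100 uM) and ATP (35 uM) were turned over by 5 nM GALK for 1 h at RT. Kinase-Glo Plus then converted the remaining ATP into a luminescent signal.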
Coupling enz: qHTS Assay for Inhibitors of Fructose-1,6-bisphosphate Aldolase from Giardia Lamblia: Coupling assay counterscreen; coupling enzyme system counterscreen, AmpLite Red fluorescence; 290,000 compounds, 0.67% hits; AID 2472, 2010; activity change, negative = inhibition, % at 58.2 µM, hits read low; in the data active = activity change below about -30%; note: % is set by controls: 0 for no effect and ±100 for the full control effect
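Fluorescence at 525 nm excitation and 598 nm emission measured inhibition of the coupled detection system without aldolase. Compounds (at 57.5 uM final) were preincubated 10 min at room temperature with coupling enzyme reagent before a 20 min substrate/AmpLite Red step.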
Tb PFK block: qHTS Assay to Find Inhibitors of T. brucei phosphofructokinase. ATP-dependent 6-phosphofructokinase (Trypanosoma brucei brucei), O15648. T. brucei PFK, ADP-Glo luminescence. Potency, µM (titrated, usually from 57.5 µM), inactives show top-dose activity, negative = inhibition, most hits filed as inhibitors. 330,000 compounds, 0.17% hits;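 note: potency is the fitted concentration of half-maximal effect; 0% = uninhibited 1x PFK enzyme wells and -100% = no-enzyme wells; nearly all actives have a fitted effect of over 60% in size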
Target sequence (O15648 whole entry, looked up): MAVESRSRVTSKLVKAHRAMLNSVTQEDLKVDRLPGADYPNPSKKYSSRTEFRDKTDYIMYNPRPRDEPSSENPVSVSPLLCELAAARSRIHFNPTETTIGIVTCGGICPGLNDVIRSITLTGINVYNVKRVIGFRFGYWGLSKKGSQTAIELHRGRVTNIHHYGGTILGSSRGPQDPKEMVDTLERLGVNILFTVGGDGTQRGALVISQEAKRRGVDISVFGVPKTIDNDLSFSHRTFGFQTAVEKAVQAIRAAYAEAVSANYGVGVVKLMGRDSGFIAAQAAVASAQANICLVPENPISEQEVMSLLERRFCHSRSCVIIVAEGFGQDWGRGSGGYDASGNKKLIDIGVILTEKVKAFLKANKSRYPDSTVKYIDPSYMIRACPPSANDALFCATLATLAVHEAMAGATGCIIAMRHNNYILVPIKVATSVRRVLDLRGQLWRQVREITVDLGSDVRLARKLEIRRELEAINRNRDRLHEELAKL
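ADP-Glo luminescence quantified ADP after 45 min at room temperature, with 1.25 nM T. brucei PFK, 0.1 mM ATP and 0.5 mM fructose-6-phosphate in pH 8.0 TEA buffer. qHTS titrations up to 57 µM; curves classified by quality.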
TSHR antag: Antagonists of the Thyroid Stimulating Hormone Receptor: HTS campaign | AID 504810, 2011 | 330,000 compounds, 0.2% hits | activity change, negative = inhibition, % at 11.5 µM | TSHR-expressing cells, TSH-stimulated cAMP HTRF, 2 h; hits give low values;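 active = activity change below a set negative limit, meaning inhibition stronger than a set level, cut at about -70% in these data; inconclusive = activity change between two set negative limits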; note: % is set by controls: 0 for no effect and ±100 for the full control effect
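Antagonism was scored as loss of TSH-driven cAMP in TSHR cells, stimulated with 4nM TSH (EC80) for 2 hours at 37 deg C and detected by homogeneous HTRF competition immunoassay.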
BCR signal inh: qHTS Assay to Find Inhibitors of Chronic Active B-Cell Receptor Signaling; ABC-DLBCL IkBa-CBG/CBR reporter, luminescence ratio, 4 h; Potency, µM (highest dose often 46.1 µM), for the others: at the highest dose ratio change, negative = lower green/red ratio, usual class: inhibitors; 340,000 compounds, 0.05% hits; AID 493014, 2011; active = well fitted inhibition curve with a large enough effect in the signal ratio, with a control signal flat, not every such curve was filed as active; inconclusive = small, poorly fitted or top-dose-only effect, or effect the other way, or a change in a side signal; the % refers to the signal ratio;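 note: potency is the fitted concentration of half-maximal effect; plate controls were basal doxycycline-induced cells for no effect and cells given 10 µM MG132 for full effect; MG132 reads +100%, hits lower the ratio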
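Cell line TMD8 (human ABC DLBCL), stably expressing tet-inducible CBG68-IkBa fusion and CBR; IMDM/0.5% FBS; cpd up to 46 uM; dox induction, 4 h, 37C/5% CO2; dual luminescence; green/red ratio; MG132 control.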
MLL CXXC-DNA inh: qHTS Fluorescence Polarization Assay for Inhibitors of MLL CXXC domain - DNA interaction; AID 2662, 2010; 290,000 compounds, 0.037% hits; MLL-CXXC / FITC-HOXA9 DNA fluorescence polarization; Histone-lysine N-methyltransferase 2A (Homo sapiens), Q03164; Potency, µM (top dose mostly 115 µM), for inactives: at the top dose activity change, negative = inhibition, actives largely listed as inhibitors; active = well fitted inhibition curve with a large enough effect in the polarisation, with a control signal flat, not every such curve was filed as active; inconclusive = small, poorly fitted or top-dose-only effect, or effect the other way, or a change in a side signal; inactive = no such curve, though single readings can be large or run the other way; the % refers to the polarisation; note: potency is the fitted concentration of half-maximal effect
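Steps: dispense CXXC domain solution (7 uM) → pin compounds or unlabeled HOX-A9 DNA control → 5 min ambient → add FLSN-HOX-A9 solution (50 nM) → spin → 30 min ambient → fluorescence polarization. Tris pH 7.5/NaCl/DTT/BSA buffer.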
Giardia killer: Small Molecules that selectively kill Giardia lamblia: qHTS | Giardia lamblia trophozoite viability | activity change, % at 7.66 µM, hits read low | 340,000 compounds, 0.15% hits | AID 540267, 2011; in the data active = activity change below about -80%; inconclusive = between about -30% and that limit;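 note: parasites exposed to compound for two days anaerobically before the ATP read; % is set by controls: 0 for no effect and ±100 for the full control effect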
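Trophozoites 100 cells/well + cpd; 48 hrs, 37 deg C, anaerobic. ATPLite 1-Step added, 15-30 min RT, luminescence read (ATP-based viability).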
hERG WT inh: qHTS for Inhibitors of KCHN2 3.1: Wildtype qHTS. Voltage-gated inwardly rectifying potassium channel KCNH2 (Homo sapiens), Q12809. U2OS, BacMam KCNH2, thallium flux FluxOr; hits give low values. activity change, % at 1.84 µM. 340,000 compounds, 0.37% hits. AID 720551, 2013;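 active = maximum activity change below -70%; inconclusive = maximum activity change between -70% and -50%; inactive = maximum activity change above -50%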; note: % is set by controls: 0 for no effect and ±100 for the full control effect
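U2OS cells were transduced with wild-type KCNH2 virus (2.03 x 10^8 / mL) for 4 h at room temperature, then cultured overnight at 37 C. Thallium flux was read with FluxOr dye. Rate constants were normalized to DMSO controls.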
* marks the source's active call; other numbers are inactive results; ? = inconclusive; . = no result given; & = joins results of further samples; [ ] = remark or other dose. Unless noted, calls come from the whole dose curve; as a rule, active = well fitted curve in the direction sought with a large enough effect; inconclusive = small, poorly fitted or top-dose-only effect, or another doubt; inactive = no such curve, though single readings can be large; an effect the other way counts as inactive or inconclusive.

SMILES,A-T KAP1 phos,TCR act,GALK inhibitor,Coupling enz,Tb PFK block,TSHR antag,BCR signal inh,MLL CXXC-DNA inh,Giardia killer,hERG WT inh
Cc1oc2cc3oc(=O)c(CCC(=O)NCCN4CCOCC4)c(C)c3cc2c1C,0.4%,6.7%,.,-1.0,-3.1%,-10.4,?,1.8%,-11.8,5.4
COc1cc(CNCc2ccccn2)ccc1OCc1c(Cl)cccc1Cl,-8.1%,-3.4%,-1.4%,1.3,3.1%,22.7,?,2.2%,7.5,2.3
COC(=O)NC1CCC(CC2CCC(NC(=O)OC)CC2)CC1 (stereo not drawn),-2.4%,7.8%,-0.1%,6.0,0.6%,8.5,0.9%,0.9%,-0.2,-3.1
COc1ccc(CC(=O)NCC2CCCN(Cc3ccc(F)cc3F)C2)cc1 (stereo not drawn),0.2%,10.1%,0.7%,1.8,0.6%,6.5,-0.7%,0.6%,3.1,-15.5
CCC(C)c1ccccc1NC(=O)COC(=O)c1ccc(N2CCCC2)c([N+](=O)[O-])c1 (stereo not drawn),0.2%,4.3%[46.1 µM],0.4%,-6.0,-1.8%,1.3,2.8%,8.5%,-3.2,3.1
C=CCN1C(=O)/C(=C2/Sc3ccccc3N2CC)SC1=S,1.3%,6.2%,6.9%,1.7,-3.3%,18.0,8.6%,?,12.7,-0.3
O=C(CSc1ccc(Cl)cc1)Nc1cccc(-c2nc3ccccc3[nH]2)c1,2.9%,1.3%[46.1 µM],0.5%,4.1,3.1%,-16.6,18.3%,42.8%[activator],14.9,-2.6
O=C(c1cc(=O)[nH]c2ccccc12)N1CCN(c2ccccc2)CC1,-1.0%,0.9%,.,3.0,2.6%,-4.1,-10.4%,-6.1%,-4.1,1.5

Additional entries follow:
SMILES,A-T KAP1 phos,TCR act,GALK inhibitor,Coupling enz,Tb PFK block,TSHR antag,BCR signal inh,MLL CXXC-DNA inh,Giardia killer,hERG WT inh
O=C(NC1CCCC1)C(c1ccc(F)cc1)N(Cc1ccccc1)C(=O)c1csnn1 (stereo not drawn),14.6%,-1.3%,-2.8%,0.6,-1.3%,-1.5,2.6%,-3.1%,-10.5,-0.9
CCCS(=O)(=O)c1nc(S(=O)(=O)c2ccc(C)cc2)c(N2CC(C)OC(C)C2)s1 (stereo not drawn),6.5%,-12.1%,-4.1%,.,2.8%,22.8,-0.8%,1.0%,13.6,-2.6
Cc1ccc(S(=O)(=O)c2cc(N3CCOCC3)nc(-c3ccccc3)n2)cc1,-3.8%,3.1%,.,-0.4,-1.1%,6.6,-4.8%,-3.2%,1.3,-7.6
COc1ccc2c(c1)C=C(CN1CCN(C(C)C)C(CCO)C1)CO2 (stereo not drawn),4.8%,-5.2%,-0.4%,3.9,-1.0%,-2.3,-7.5%,1.8%,32.8[activator],13.1
CC(=O)c1sc2c(c1OC(=O)c1ccc(Cl)cc1Cl)c(=O)n(-c1ccccc1)c(=S)n2-c1ccccc1,4.0%,-9.9%,1.5%,6.9,-0.9%,-15.6,?,29.1%,14.4,-0.2
CC(C)Nc1nc(-c2ccccc2)nnc1-c1ccccc1,-2.0%,2.3%,1.8%,7.5,-1.0%,-9.7,-1.0%,17.5%,12.1,-22.3
COc1ccc(NC(=O)c2cc(CC(C)C)nc3ccccc23)cc1,16.3%,.,-0.2%,0.3,-0.4%,-7.1,-16.5%,-0.3%,3.4,11.4
O=C(NCC1CCCO1)C1CCN(C2CCN(C3CCCCCC3)CC2)CC1 (stereo not drawn),-2.2%,-1.4%,0.3%,2.0,-3.3%,13.5,-0.6%,8.6%,-2.1,-1.5

Next part:
SMILES,A-T KAP1 phos,TCR act,GALK inhibitor,Coupling enz,Tb PFK block,TSHR antag,BCR signal inh,MLL CXXC-DNA inh,Giardia killer,hERG WT inh
CCCCc1ccc(NC(=O)Cn2c(=O)c(N3CCCCC3)c(N)n(C)c2=O)cc1,14.7%,-0.6%,.,.,0.1%,-11.8,9.4%,.,-10.9,35.3
O=C(/C=C/c1ccc(S(=O)(=O)N2CCOCC2)cc1)NC(CO)C(O)c1ccc([N+](=O)[O-])cc1 (stereo not drawn),1.3%,-1.1%,.,.,-2.5%,-4.7,8.4%,.,1.5,-5.6
CCc1ccc2oc(C(=O)NCc3ccc(S(N)(=O)=O)cc3)c(C)c2c1,0.4%,-2.4%,-2.4%,-0.1,6.9%,1.1,-2.8%,3.0%,?,-4.1
CCOC(=O)C1=C(C)NC(C)=C(C(=O)OC)C1c1cccc([N+](=O)[O-])c1 (stereo not drawn),23.2%,2.8%,-1.3%&-1.5%,0.3&4.5&-3.9,-0.8%&0.8%,-18.2&3.5&-4.9,?,2.0%&-7.4%&2.5%,-13.2,-6.4
O=C(NCCOc1ccccc1)c1cc(S(=O)(=O)N2CCOCC2)ccc1F,-0.3%,-6.9%,2.4%,.,-0.3%,12.8,6.6%,-0.3%,9.9,7.9
Cc1cc(C(=O)NN=Cc2ccc(-c3ccc(F)cc3)o2)c(C)o1,-1.2%,.,.,.,-10.7%,-13.1,?,.,2.4,15.1
CN(C)C(CN=C1NS(=O)(=O)c2ccccc21)c1ccco1 (stereo not drawn),-1.2%,4.1%,7.5%,1.8,1.3%,3.4,-1.3%,?,-4.9,9.5
COc1cc(Cl)ccc1NC(=S)N(CCN1CCOCC1)C1CCN(C(C)=O)CC1,-0.6%,1.9%,-0.6%,0.4,-4.8%,-2.5,4.7%,-4.2%,?,2.8

Other compounds:
SMILES,A-T KAP1 phos,TCR act,GALK inhibitor,Coupling enz,Tb PFK block,TSHR antag,BCR signal inh,MLL CXXC-DNA inh,Giardia killer,hERG WT inh
O=C(CSc1ccc(-c2cccs2)nn1)Nc1ccccc1,4.4%,9.5%,3.5%,0.6,1.4%,-11.8,-21.0%,6.6%,4.4,20.7
Cc1ccc(S(=O)(=O)NC(C)(C)CN2CCc3ccccc3C2)cc1,23.1%,-3.8%,-1.7%,-0.5,-12.0%,-6.4,9.2%,-10.5%,-14.7,-0.2
CCCn1c(COc2ccccc2)nc2ccccc21,2.7%,.,.,-0.7,1.8%,-7.5,?,-3.3%,-16.2,-11.8
C[C@H](NC(=O)c1ccccc1Cl)C(=O)OCC(=O)N1CCN(c2ccccc2)CC1,-5.9%,-5.5%,.,.,-0.1%,0.8,0.6%,.,13.0,2.4
O=C(OCc1ccccc1Cl)C1CC(=O)N(Cc2ccco2)C1 (stereo not drawn),2.8%,4.4%,.,.,-2.2%,1.8,3.1%,.,1.4,5.7
Cc1occc1-c1nnc(SCC(=O)N2CCCCC2C)o1 (stereo not drawn),8.7%,-5.9%,.,.,-1.0%,5.8,-0.3%,.,4.9,8.3
CCCN(C(=O)COC(=O)c1cc(CC)c(C)s1)c1c(N)n(Cc2ccccc2)c(=O)[nH]c1=O,5.8%,3.6%,.,.,-3.6%,4.3,8.7%,.,-13.5,-3.4
CC1CCCCC1NC(=O)C(=O)NCC1CCCO1 (stereo not drawn),.,7.1%[46.1 µM],0.2%,0.6,-1.2%,-5.2,?,5.0%,2.9,-4.1
CC1Cc2ccccc2N1S(=O)(=O)c1cccc(C(=O)c2nccn2C)c1 (stereo not drawn),2.9%,0.7%,-3.9%,-1.1,-5.0%,-10.5,-3.5%,3.9%,-0.8,4.0
C/C=C/C(=O)OCC(=O)Nc1ccc(C)c(S(=O)(=O)N(C)C)c1,0.1%,-0.8%,-0.7%,-0.1,3.0%,-2.5,-11.2%,8.1%,-19.6,1.9
O=C(COC(=O)c1ccc(O)cc1O)Nc1nnc(-c2ccccc2)o1,-2.3%,3.5%,.,.,2.6%,-9.4,?,.,-10.0,4.8
